Bioassay records deposited in PubChem by several laboratories.
MC4R barr agon – MC4R agonists recruiting beta-arrestin, primary screen, cell-based, luminescence, agonist arm of biased-ligand search. Melanocortin receptor 4 (Homo sapiens), P32245. U2OS MC4R beta-arrestin complementation; percent of melanotan II response, DMSO zero. activation, % at 8.9 µM. 360,000 tested, 0.98% active. AID 540308, 2011;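 active = activation above a per-plate cutoff, the mean activation of sample wells on that plate plus 3 SD, cut at about 8% in these data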
Target sequence (P32245 whole entry, looked up): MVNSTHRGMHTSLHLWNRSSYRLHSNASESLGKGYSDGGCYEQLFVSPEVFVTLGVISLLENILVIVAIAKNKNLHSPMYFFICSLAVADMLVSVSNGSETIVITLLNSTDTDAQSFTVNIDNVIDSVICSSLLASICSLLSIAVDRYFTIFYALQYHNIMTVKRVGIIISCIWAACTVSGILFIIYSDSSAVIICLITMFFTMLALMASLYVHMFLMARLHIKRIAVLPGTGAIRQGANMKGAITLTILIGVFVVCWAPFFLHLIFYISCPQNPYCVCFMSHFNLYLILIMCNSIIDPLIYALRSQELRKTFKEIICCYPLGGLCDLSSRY
EBV LMP1 NFkB – EBV LMP1-driven NF-kappaB luciferase reporter inhibitors, primary screen, cell-based, luminescence, single point; inhibition, % at 12.5 µM; AID 504558, 2011; LMP1-induced NF-kappaB luciferase reporter cells; 350,000 tested, 0.69% active; in the data active = inhibition above about 41%;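 also: 0% = neutral control wells and 100% = reference inhibitor control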
NOD2-RIPK2 inh – NOD2-RIPK2 binding disruptors in cells, primary screen, fluorescence, CHO cells, BLA complementation | Receptor-interacting serine/threonine-protein kinase 2 (Homo sapiens), O43353 | CCF4 ratio | inhibition, % at 4.98 µM | 360,000 tested, 0.38% active; in the data active = inhibition above about 21%;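 also: 0% = vehicle only and 100% = reference blocker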
TLR9-MyD88 block – inhibitors of TLR9-MyD88 association in cells, primary screen, cell-based, CHO, BLA complementation, fluorescence. inhibition, % at 4.98 µM. 340,000 tested, 0.21% active. AID 504734, 2011. Toll-like receptor 9 (Homo sapiens) + Myeloid differentiation primary response protein …. CCF4 FRET ratio;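 active = inhibition above the mean over all tested compounds plus 3 SD, cut at about 21% in these data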;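 also: 0% = DMSO only wells and 100% = clavulanate BLA inhibitor control wells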
NR5A2 inv ag – LRH-1 (NR5A2) inverse agonists, primary screen, cell-based, luminescence, HEK293T, StAR-luciferase reporter; AID 602396, 2012; inhibition, % at 3.6 µM; LRH-1 transfected, 24 h; Nuclear receptor subfamily 5 group A member 2 (Homo sapiens), O00482; 360,000 tested, 0.13% active;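 active = inhibition above the mean inhibition of all tested compounds plus 3 SD, cut at about 73% in these data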;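 also: 0% = DMSO wells and 100% = reporter-only cells lacking LRH-1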
ABHD5 PLIN5 PPI – ABHD5-PLIN5 interaction inhibitors, primary screen, cell lysate, split luciferase complementation, luminescence | Split G. princeps luciferase complementation, 4 h | inhibition, % at 4 µM | AID 602281, 2012 | 360,000 tested, 0.78% active;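 active = inhibition above the mean inhibition across every tested compound plus 3 SD, cut at about 22% in these data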;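 also: 0% = DMSO only wells and the 100% control is not disclosed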
NCOA3 inh – SRC3 coactivator transcriptional activity inhibitors, primary screen, cell-based, luminescence; Nuclear receptor coactivator 3 (Homo sapiens), Q9Y6Q9; HEK293 GAL4-SRC3 luciferase reporter; inhibition, % at 3.6 µM; 360,000 tested, 0.17% active;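 active = inhibition above a per-campaign cutoff, the mean of all compounds plus 3 SD, cut at about 60% in these data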;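 also: 0% = DMSO-treated cells and 100% = gossypol-treated cells at 36 µM; higher means less SRC3-driven luciferase light from the GAL4 reporter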
COUP-TFII inh – NR2F2 transcriptional activity inhibitors, primary screen, cell-based, luciferase reporter, HEK293T, luminescence. AID 686940, 2013. HEK293T NGFI-A luciferase reporter. 370,000 tested, 0.7% active. inhibition, % at 8.6 µM. COUP transcription factor 2 (Homo sapiens), P24468;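 active = inhibition above a per-plate cutoff, mean inhibition of test wells between control levels plus 3 SD, cut at about 38% in these data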;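 also: cells cotransfected with COUP-TFII expression vector driving the NGFI-A reporter; 0% = median of COUP-TF2 test wells and 100% = reporter-only cells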
Target sequence (P24468 whole entry, looked up): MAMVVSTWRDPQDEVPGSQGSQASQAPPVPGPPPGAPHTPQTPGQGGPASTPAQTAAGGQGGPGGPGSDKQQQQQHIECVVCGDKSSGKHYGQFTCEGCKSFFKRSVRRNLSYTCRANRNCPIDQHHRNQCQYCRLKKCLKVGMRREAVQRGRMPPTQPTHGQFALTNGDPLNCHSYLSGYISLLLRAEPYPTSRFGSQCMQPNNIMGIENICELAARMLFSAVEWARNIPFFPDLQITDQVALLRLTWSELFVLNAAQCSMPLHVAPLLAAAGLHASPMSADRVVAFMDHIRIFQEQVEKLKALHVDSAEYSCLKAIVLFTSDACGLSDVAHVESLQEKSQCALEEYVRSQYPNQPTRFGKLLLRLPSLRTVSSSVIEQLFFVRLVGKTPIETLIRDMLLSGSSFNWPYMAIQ
NCOA1 inh – SRC1 coactivator transcriptional activity inhibitors, primary screen, cell-based, luminescence; Nuclear receptor coactivator 1 (Homo sapiens), Q15788; AID 588354, 2011; HEK293 GAL4-SRC1 luciferase reporter; 360,000 tested, 0.12% active; inhibition, % at 3.6 µM;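 active = inhibition above the campaign mean plus 3 SD, with each screening campaign given its own cutoff, cut at about 60% in these data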;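 also: 0% = DMSO treated cells and 100% = gossypol at 36 µM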
NCOA2 inhibitor – inhibition of GAL4-SRC2 driven luciferase reporter, primary screen, SRC2 inhibitor project, cell-based, luminescence; HEK293 GAL4-SRC2 luciferase reporter; AID 651957, 2012; inhibition, % at 9 µM; Nuclear receptor coactivator 2 (Homo sapiens), Q15596; 370,000 tested, 0.17% active;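 active = inhibition above the mean inhibition of all tested compounds plus 3 SD, set per campaign, cut at about 52% in these data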;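 also: 0% = DMSO treated cells and 100% = cells given Gossypol at 36 µM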
MC4R antagonist – MC4R antagonists of cAMP signaling, primary screen, cell-based, TR-FRET, antagonist arm of biased-ligand search | AID 540295, 2011 | inhibition, % at 6.5 µM | MC4R-expressing cells, MTII-stimulated cAMP, LANCE TR-FRET | 360,000 tested, 0.48% active;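 active = inhibition above its plate's cutoff, the mean of tested wells on that plate plus 3 SD, cut at about 29% in these data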;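 also: 0% = Melanotan II alone and 100% = Melanotan II plus saturating MCL0020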
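material = U2OS cells stably expressing human melanocortin 4 receptor (MC4R) | also added = Melanotan II challenge | dosing = single nominal compound dose of 6.5 µM | detection = TR-FRET with Eu-cAMP and labeled anti-cAMP, 671 nm | replication = singlicate | timing = compound 30 min, challenge 1 h, detection 1 h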
* hit, by the source's call; · = no result given. This is a subset; rates above refer to the full screens.

SMILES | MC4R barr agon | EBV LMP1 NFkB | NOD2-RIPK2 inh | TLR9-MyD88 block | NR5A2 inv ag | ABHD5 PLIN5 PPI | NCOA3 inh | COUP-TFII inh | NCOA1 inh | NCOA2 inhibitor | MC4R antagonist
CC(C)OP(=O)(OC(C)C)C(Nc1ccccc1)c1cccc2c1OCO2 (stereo not given) | -0.4 | -9.4 | -3.8 | -3.4 | 19.5 | 1.6 | 3.8 | 4.5 | -5.5 | 24.0 | -2.3
Cc1ccc(C)c(COC(=O)c2cc([N+](=O)[O-])ccc2N2CCOCC2)c1 | -2.3 | -10.4 | -7.5 | -5.1 | 17.1 | 7.6 | 11.7 | -25.9 | 2.6 | 6.4 | 6.6
NC(=O)c1cccnc1Oc1ccc(Cl)cc1 | -0.1 | -1.3 | 5.7 | -6.6 | 5.7 | 0.1 | 7.9 | -5.3 | -18.1 | 1.8 | -1.1
COCCNC(=O)CN(C(=O)CCC(=O)Nc1cc(C)on1)c1cccc(C)c1C | -3.3 | 2.0 | 0.3 | 1.5 | 11.3 | -2.2 | -0.9 | 6.0 | 4.9 | 16.3 | 3.9
Cc1ccc(OCc2ccc(C(=O)Nc3nccs3)o2)cc1 | 15.1* | -15.5 | -7.4 | -9.3 | -16.6 | 3.2 | -38.4 | 15.7 | -36.8 | -30.8 | -5.4
COc1ccc(/C=C2/SC(=S)N(CCCC(=O)N3CCN(C)CC3)C2=O)cc1 | 2.1 | 5.3 | -3.8 | -10.3 | 5.6 | 6.8 | 15.4 | 26.1 | 16.4 | 35.7 | -3.8
O=C(CC(O)c1ccccc1)Nc1ccccn1 (stereo not given) | -1.7 | -1.4 | -15.3 | -7.2 | -10.9 | -3.0 | -4.1 | -1.4 | 2.8 | 12.8 | 1.7
Cc1sc2ncn(CC(=O)N3CCN(c4ccccc4F)CC3)c(=O)c2c1S(=O)(=O)N1CCOCC1 | 0.2 | -4.1 | -7.0 | -11.0 | 8.9 | 4.6 | 8.8 | -13.6 | 1.7 | -1.1 | -2.3
Cc1ccc(-n2[nH]c(C)c(/C=N/NC(=O)c3ccc([N+](=O)[O-])cc3)c2=O)c(C)c1 | -1.3 | · | -3.7 | · | -20.1 | -2.5 | 15.1 | -16.5 | 7.2 | 4.5 | 5.7
CN(c1cccc(NC(=O)CN(c2cccc(Cl)c2)S(=O)(=O)c2ccccc2)c1)S(C)(=O)=O | 1.8 | -1.9 | 6.2 | 0.8 | 10.3 | 0.8 | 15.9 | 2.2 | -14.2 | 20.7 | 3.2
CCOC(=O)CN1C2=NCCN2c2ccccc21 | -1.2 | -3.6 | -4.7 | -15.6 | -1.4 | -1.8 | 9.5 | -7.0 | 6.9 | -7.1 | 9.2
O=C(O)C1CC=CCC1C(=O)N1CC=C(c2ccccc2)CC1 (stereo not given) | 0.8 | 19.2 | -0.7 | -4.3 | 3.9 | -1.8 | 22.7 | 33.6 | -4.8 | 18.6 | 9.1
O=C(O)COCC(=O)Nc1ccc2c(c1)ncn2CCc1ccccc1 | 0.2 | 1.6 | -7.6 | -6.5 | 12.2 | 8.4 | 8.0 | 16.8 | -5.0 | -1.9 | 10.3
COC(=O)CSc1ncnc2scc(-c3ccccc3)c12 | 0.3 | 3.2 | 6.3 | -1.9 | -14.8 | -1.1 | 8.2 | 11.8 | -8.6 | 15.7 | 0.9
COCc1nc2ccccc2n1CCCOc1ccccc1 | 1.1 | -2.1 | -8.7 | -2.3 | -2.9 | 2.0 | -3.9 | -8.9 | -5.4 | -9.8 | 12.7
C[C@H]1CN([C@@H](C)CO)C(=O)CCCn2nncc2CO[C@H]1CN(C)S(=O)(=O)c1ccccc1F | -0.6 | -4.9 | 0.9 | -20.3 | -10.0 | -6.8 | -10.5 | -16.9 | -1.8 | -15.0 | 4.6
CCCn1nnnc1COc1ccc(C(N)=O)cc1 | -1.3 | -3.6 | -2.5 | -5.5 | 27.7 | -4.7 | 5.5 | 2.7 | -44.7 | -10.1 | 8.8
Cc1cc(C(=O)N[C@H](c2ccccc2)[C@@]2(C)C[C@@H]2[C@@H](C)C(=O)Nc2ccc3ccccc3c2)no1 | -0.3 | 3.5 | 2.6 | -0.1 | 13.3 | -2.8 | 5.8 | -3.0 | -7.0 | -17.6 | 15.1
C=CCC(C#Cc1ccc(C)cc1)N(CC)CC (stereo not given) | -1.7 | 3.5 | -0.5 | 2.4 | 8.8 | 6.2 | -4.2 | 0.2 | -56.8 | -6.8 | -6.5
O=C(Nc1ccc(F)cc1F)c1ccccc1NC(=O)C1CC=CCC1C(=O)O (stereo not given) | 0.8 | -2.9 | -3.2 | 0.1 | -1.6 | 3.3 | -2.4 | -33.0 | 5.6 | -33.9 | 3.9
O=C(CSc1nnc(-c2ccccc2F)o1)NC1CC1 | -1.2 | -1.2 | 5.3 | -1.5 | -24.1 | 5.4 | -12.8 | -7.5 | -34.0 | -5.4 | 6.2
CN(C)c1ccc(N=Nc2ccc(S(=O)(=O)O)cc2)c2ccccc12 | -5.0 | 16.1 | 3.3 | 1.4 | 12.2 | 1.8 | 9.2 | 2.4 | -4.1 | -5.8 | -7.0

In the list so far, these contain four or more nitrogen atoms.
SMILES | MC4R barr agon | EBV LMP1 NFkB | NOD2-RIPK2 inh | TLR9-MyD88 block | NR5A2 inv ag | ABHD5 PLIN5 PPI | NCOA3 inh | COUP-TFII inh | NCOA1 inh | NCOA2 inhibitor | MC4R antagonist
COCCNC(=O)CN(C(=O)CCC(=O)Nc1cc(C)on1)c1cccc(C)c1C | -3.3 | 2.0 | 0.3 | 1.5 | 11.3 | -2.2 | -0.9 | 6.0 | 4.9 | 16.3 | 3.9
Cc1sc2ncn(CC(=O)N3CCN(c4ccccc4F)CC3)c(=O)c2c1S(=O)(=O)N1CCOCC1 | 0.2 | -4.1 | -7.0 | -11.0 | 8.9 | 4.6 | 8.8 | -13.6 | 1.7 | -1.1 | -2.3
Cc1ccc(-n2[nH]c(C)c(/C=N/NC(=O)c3ccc([N+](=O)[O-])cc3)c2=O)c(C)c1 | -1.3 | · | -3.7 | · | -20.1 | -2.5 | 15.1 | -16.5 | 7.2 | 4.5 | 5.7
C[C@H]1CN([C@@H](C)CO)C(=O)CCCn2nncc2CO[C@H]1CN(C)S(=O)(=O)c1ccccc1F | -0.6 | -4.9 | 0.9 | -20.3 | -10.0 | -6.8 | -10.5 | -16.9 | -1.8 | -15.0 | 4.6
CCCn1nnnc1COc1ccc(C(N)=O)cc1 | -1.3 | -3.6 | -2.5 | -5.5 | 27.7 | -4.7 | 5.5 | 2.7 | -44.7 | -10.1 | 8.8
